mHTT-CaM PPI inh = mutant huntingtin-calmodulin interaction inhibitors – biochemical, AlphaScreen, primary screen; inhibition, % at 15 µM; 3.6% of 190,000 active; AID 1671202, 2021; AlphaScreen His-mHTT/GST-CaM binding, luminescence; P42858;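 also: 0% = both proteins with DMSO and 100% = one protein alone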
Pf apPOL block = Pf-apPOL inhibitors, biochemical, fluorescence; inhibition, % at 10 µM; Plasmodium falciparum apicoplast DNA polymerase (apPOL); 0.25% of 210,000 active; Recombinant Pf-apPOL, molecular beacon fluorescence, 1.5 h
An asterisk follows results filed as active; nt = no result given; & = joins results of further samples. Rule as the data show it: active = inhibition above about 50%; inactive = the rest.

A first look:
SMILES | mHTT-CaM PPI inh | Pf apPOL block
COc1ccc(C=Nc2ccc(Cl)c([N+](=O)[O-])c2)cc1 | 1 | -3
Cc1ccccc1N1CCN(C(=O)c2ccnc(N3CCCC3)n2)CC1 | -2 | -4

Main list, previewed entries included:
SMILES | mHTT-CaM PPI inh | Pf apPOL block
COc1ccc(C=Nc2ccc(Cl)c([N+](=O)[O-])c2)cc1 | 1 | -3
Cc1ccccc1N1CCN(C(=O)c2ccnc(N3CCCC3)n2)CC1 | -2 | -4
CCOc1ccccc1N(CC(=O)Nc1ccc(Cl)cc1C)S(C)(=O)=O | 8 | -8
CN(C)CC1CN(C(=O)CCc2ccccc2)CC12CCOCC2 (stereo unspecified) | -3 | -2
CCOc1cccc2c1OC1(C)CC2NC(=O)N1c1cccc(C(=O)NCc2ccccc2)c1 (stereo unspecified) | 3 | -4
CC(=O)N1CCc2nn(CC(=O)N3CCN(c4ccccc4F)CC3)c(=O)cc2C1 | -1 | -6
CC(C)CC1=NN2C(=N)/C(=C/c3ccco3)C(=O)N=C2S1 | 4 | -4
Cc1cccc(N2C(=O)C3C(c4ccccc4)OC4(C(=O)c5ccccc5C4=O)C3C2=O)c1C (stereo unspecified) | 6 | -10
COc1cccc(C(=O)Nc2c3c(nn2-c2ccc(C)cc2)CSC3)c1OC | 26 | -4
O=[N+]([O-])c1ccc(N=Cc2cc(Br)cc(I)c2O)cc1 | 13 | -6
O=C(C1=NN(c2ccccc2)C2(C(=O)c3ccccc3C2=O)C1c1ccc(Cl)cc1)c1ccccc1 (stereo unspecified) | nt | -4
CC(C)CC(C(=O)Nc1ncn[nH]1)N1C(=O)c2ccccc2C1=O (stereo unspecified) | 6 | -4
O=C(CN(Cc1ccccc1)S(=O)(=O)c1cc(Cl)ccc1Cl)NCC1CCCO1 (stereo unspecified) | 7&0 | 4&-3
COC(=O)c1c(C)nn(C(C)=O)c1COc1ccccc1 | nt | -4
COc1ccc2[nH]cc(CCNC(=O)c3ccc(Cl)cc3)c2c1 | 14 | 2
CCOc1ccccc1Oc1coc2c3c(ccc2c1=O)OCN(CCCOC)C3 | 3 | -5
CSCCC(C)(O)CNC(=O)C(=O)NCC1CCCO1 (stereo unspecified) | -1 | -4
CCOc1nc(N=C(N)N)nc2c(C)cccc12 | 65* | 3
Fc1ccccc1OCCn1c2ccccc2c2ccccc21 | -40 | 0
O=C(NC1CC1)c1ccc(OCC2CCCN(C(=O)Cc3ccc(F)cc3)C2)cc1 (stereo unspecified) | 20 | 2
Cc1ccc(NC(=O)c2cc3n(n2)CCCN(Cc2cccc(F)c2)C3=O)c(C)c1 | 4 | -1
N#Cc1cc2c(nc1SCC(=O)Nc1cnc3ccccc3c1)CCCCC2 | 8 | -12
CCN(CC)C(=O)C1CCN(c2cnn(Cc3ccccc3)c(=O)c2)CC1 | 7 | -1
C=C(C)COc1ccc2c(=O)c(Oc3ccc(C(=O)OC)cc3)c(C)oc2c1 | -19 | -7
CCSc1ccccc1C(=O)NCC1(CO)CC1 | -14 | -10
Cn1nc(-c2cccs2)cc1C(=O)Nc1nc2ccccc2s1 | -17 | -2
O=C(Nc1nnc(-c2ccccc2Cl)o1)c1ccc2c(c1)CCCC2 | 2 | -7
Cc1c(C)c(C)c(CON=C(c2ccccc2)c2ccc(Cl)cc2)c(C)c1C | nt | -10
O=C(NCCc1csc(C2CCN(C(=O)Nc3cccc(F)c3)CC2)n1)C1CC1 | 6 | -1
O=C(Nc1ccc(Cl)c(Cl)c1)N1CCC(c2ccccc2)C1 (stereo unspecified) | -16 | -14
Cc1nnc(SCc2c(Cl)cccc2Cl)s1 | -14 | 0
COc1ccc(N2C(=O)CSC2c2cccc(F)c2)c(OC)c1 (stereo unspecified) | 2 | -2
CCOc1ccc(C(=O)NC2(c3nc(-c4cccnc4)no3)CCCCC2)cc1OCC | 2 | 4
O=C(N=c1nc2ccc(Br)cn2s1)c1ccco1 | 0 | nt
COc1ccc(OC)c(N(CC(=O)Nc2cccnc2)S(=O)(=O)c2ccccc2)c1 | 10 | -10
O=C(Nc1ccc2c(c1)CCCN2C(=O)C1CC1)OCc1ccccc1 | 12 | -11
Cc1cc(C)c(CO)c(C)c1CO | -6 | 1
COc1ccc(OC)c(C2SCCN2S(=O)(=O)c2ccc(Cl)cc2)c1 (stereo unspecified) | 1 | -4
COc1nccnc1NC1CCN(C(=O)c2n[nH]c3ccccc23)CC1 | 5 | -2
O=C(Nc1ccc([N+](=O)[O-])cc1Cl)c1cc(Cl)ccc1O | nt | -9

Entries of single compounds as entered above. Order of values: mHTT-CaM PPI inh | Pf apPOL block
`Cc1nnc(SCc2c(Cl)cccc2Cl)s1` reads -14 | 0
`O=C(N=c1nc2ccc(Br)cn2s1)c1ccco1` reads 0 | nt

Following part
SMILES | mHTT-CaM PPI inh | Pf apPOL block
CCOc1ccccc1C(=O)Nc1cc(F)c2nc(N3CCOCC3)ccc2c1 | -6 | 3
COc1cccc(CNC(=O)C2(C)CCCN(C(=O)NCc3ccc(C)cc3)C2)c1 (stereo unspecified) | 6 | 7
Cc1cc2ncn(C(=O)c3cccc(Cl)c3)c2cc1C | 4 | 0
Cc1ccc(NC2CC(=O)N(c3ccc(C(=O)O)cc3)C2=O)cc1 (stereo unspecified) | 2 | -10
COc1ccc(Cl)cc1NC(=O)CC1Sc2ccccc2NC1=O (stereo unspecified) | -8 | -11
CN(C)C(CNC(=O)C1(c2ccccc2)CCOCC1)c1ccco1 (stereo unspecified) | -10 | -2
O=C(Nc1ccc(-c2nc3ccccc3[nH]2)cc1)c1ccccc1 | 42 | 3
COc1ccc(S(=O)(=O)NCCCCCC(=O)N2CCC3(CC2)OCCO3)cc1 | -2 | -1
CCCc1nc2cccnc2n1C1CCN(C(=O)Nc2cccc(OC)c2)C1 (stereo unspecified) | -1 | 0
CC(=O)Oc1ccc2c(c1)OC(=Cc1c(Cl)cccc1Cl)C2=O | 48 | -2
COc1ccccc1-c1c(C(F)(F)F)oc2c3c(ccc2c1=O)OCN(CCCO)C3 | -2 | -3
NNS(=O)(=O)c1cc(C(F)(F)F)cc(C(F)(F)F)c1 | nt | 11
CN(C)c1ccc(Nc2nc(-c3ccccn3)cs2)cc1 | 100* | -17
CCCN(Cc1ccsc1)S(=O)(=O)c1ccccc1F | -48 | -1
O=C(c1csc(-c2ccc(N3CCOCC3)nc2)n1)N1CCCC1 | 2 | 0
Cc1ccc2c(c1)C(=O)NC1(CCN(C(=O)c3cccc(F)c3)CC1)N2C | 9 | 0
Cc1ccc(C(=O)C=CNc2ccc(C(=O)O)cc2)cc1 | 7 | 3
O=C(C1CC(c2ccc(F)cc2)=NO1)N1CCCCCC1 (stereo unspecified) | -7 | -7
O=C(CSc1cn(Cc2ccccc2Cl)c2ccccc12)N1CCCCC1 | 53* | -7
O=C(NCc1ccccc1F)C1CCCN(c2nccnc2Sc2ccccc2)C1 (stereo unspecified) | 2 | -4
CS(=O)(=O)c1ccc(N2CC(c3nnc(NC(=O)c4ccco4)o3)CC2=O)cc1 (stereo unspecified) | 35 | -1
Brc1ccc(C2=CCn3nnnc3N2)cc1 | -7 | -9
CCOc1ccc(/C=C/C(=O)Nc2nc3ccc(C)cc3s2)cc1 | 26 | 0
COc1ccc(N2C(=O)c3ccccc3NC2c2ccc(Cl)cc2)cc1 (stereo unspecified) | -2 | 4
NNC(=O)CS(=O)(=O)c1ccc(C(F)(F)F)cn1 | nt | 2
O=C(c1cnc2n(c1=O)CCS2)N(Cc1ccccc1)c1ccccc1 | 4 | 0
COCCNC(=O)c1ccc(-c2nc(-c3ccc(F)cc3)no2)cc1 | -4 | -3
COc1cc(NS(=O)(=O)c2ccc(Br)cc2)c(OC)cc1Cl | -6 | -5
COc1ccccc1CNC(=O)c1ccc(N2CCNC(c3ccccc3)C2)nc1 (stereo unspecified) | 20 | -3
CCC(=O)NCCc1csc(C2CCCN(C(=O)c3ccc(C)cc3C)C2)n1 (stereo unspecified) | 5 | -1
COc1ccc(CNC(=O)CN(c2ccccc2OC)S(=O)(=O)c2ccccc2)cc1 | -1 | -1
CCCCN(C)C(=O)CSc1nc(NC2CCCCC2)c2ccccc2n1 | 21 | -5
CCCc1cc(C2CCCN2C(=O)c2ccnn2CC)no1 (stereo unspecified) | -1 | -1
O=C1NN(C(=O)Nc2ccc(Br)cc2)C(c2ccccc2)C1c1ccccc1 (stereo unspecified) | nt | -11
O=C(N1CCOCC1)C12CC3CC(CC(Cl)(C3)C1)C2 | 1 | 0
COc1cccc(/C=C2\N=C(c3ccc(OC)c([N+](=O)[O-])c3)OC2=O)c1 | 3 | 2
CCOc1ccc(C(=O)Nc2cccc(C(C)=O)c2)cc1[N+](=O)[O-] | -1 | -4
Cc1cccc(C(=O)N2CCCC(C(=O)NC3CCCCC3)C2)c1 (stereo unspecified) | 23 | -6
O=S(=O)(Cc1cccc(F)c1)NCC(O)c1ccc(C(F)(F)F)cc1 (stereo unspecified) | -9 | -7
COc1ccc(-c2noc(C3CCN(CC(=O)Nc4cccc(Cl)c4)CC3)n2)cc1 | -4 | -4
O=C(CSc1nc2ccccc2o1)Nc1ccccc1C(=O)O | -4 | -6
Cc1cccc(C(=O)Nc2ccc([N+](=O)[O-])c(NC(=O)c3cccc(C)c3)c2)c1 | 2 | 80*
O=S(=O)(CCN1CCC(C(c2ccccc2)c2ccccc2)CC1)c1ccc(F)cc1 | nt | -10
O=C(Nc1ccc(F)cc1)C1CCCN(C(=O)c2ccccc2F)C1 (stereo unspecified) | 33 | -12
COc1ccc(NC(=O)C2CCc3nc(N4CCC(C)CC4)ncc3C2)c(C)c1 (stereo unspecified) | 0 | -4
CC(C)(C)NC(NC(=O)c1cccnc1)C(Cl)(Cl)Cl (stereo unspecified) | -2 | -3
FC(F)(F)c1ccccc1NC(=S)Nc1ccc(-c2csnn2)cc1 | nt | 2
COc1ccc(-c2ncccc2CNC(=O)c2ccc(F)cc2)cc1 | 1 | -19
COc1cc(OC)c(OC)cc1C=C1Oc2cc(OC(=O)N3CCOCC3)ccc2C1=O | -1 | -3
O=C(NC1CCCCCC1)C1CCCN(c2cn[nH]c(=O)c2)C1 (stereo unspecified) | -6 | -1
COc1cc(CNCc2ccc(F)c(F)c2)cc(OC)c1OC | -10 | 0
CCC1c2ccc(C)n2CCN1C(=O)Nc1ccccc1OC (stereo unspecified) | 6 | -5
O=C(Nc1nccn(-c2ccc(F)c(Cl)c2)c1=O)c1ccccc1 | 4 | -3
Clc1cccc(NCn2nnc3ccccc32)c1Cl | 2 | -3
Cc1cc(Cl)ccc1N1CCN(C(=O)COc2ccc(Cl)cc2)C(C)C1=O (stereo unspecified) | 32 | 5
O=S(=O)(N=C(Nc1ccccn1)c1ccc(Cl)cc1)c1ccc(Cl)cc1 | 1 | 0
NCC(=O)Nc1ccc(Br)cc1 | 2 | 0
CCCNC(=O)c1c[nH]c2ccc(S(=O)(=O)N3CCCCC3c3cccnc3)cc2c1=O (stereo unspecified) | 13 | 0
COc1ccc(-c2noc(-c3ccccc3C)n2)cc1 | -65 | -5
COc1ccc2c(c1)C(C)=CC(C)(C)N2C(=O)CSc1nccn1C | 7 | 2

Overlap with the part before: five compounds; new compounds follow.
SMILES | mHTT-CaM PPI inh | Pf apPOL block
O=S(=O)(N=C(Nc1ccccn1)c1ccc(Cl)cc1)c1ccc(Cl)cc1 | 1 | 0
NCC(=O)Nc1ccc(Br)cc1 | 2 | 0
CCCNC(=O)c1c[nH]c2ccc(S(=O)(=O)N3CCCCC3c3cccnc3)cc2c1=O (stereo unspecified) | 13 | 0
COc1ccc(-c2noc(-c3ccccc3C)n2)cc1 | -65 | -5
COc1ccc2c(c1)C(C)=CC(C)(C)N2C(=O)CSc1nccn1C | 7 | 2
Cc1ccc(C(NC(N)=O)c2cccc(C)c2)cc1 (stereo unspecified) | -3 | -7
O=C1CSC(c2ccccc2[N+](=O)[O-])N1c1ccc(Br)cn1 (stereo unspecified) | 30 | -8
COc1cc(C(=O)Nc2ccccc2-c2nc3ccccc3o2)cc(OC)c1OC | -17 | 2
Cn1c(N2CCCC(C(=O)N3CCN(c4ccc(Cl)cc4)CC3)C2)cc(=O)n(C)c1=O (stereo unspecified) | 30 | 8
COc1cc(C(=O)Nc2ccc3oc(-c4ccccc4Cl)nc3c2)cc(OC)c1OC | 21&32 | -9&-4
COc1ccc(N2C(=O)/C(=C/c3ccc(N(C)C)cc3)N=C2c2ccccc2F)cc1 | 15 | 0
O=S(=O)(Nc1cccnc1)c1cc(Cl)sc1Cl | nt | -9
O=C(c1ccc(F)c(F)c1)N1CCc2[nH]cnc2C1c1ccccc1 (stereo unspecified) | 17 | -1
Cc1cccc(N2CCN(C(=O)CC3COc4ccccc4NC3=O)CC2)c1C (stereo unspecified) | 25 | -4
Cc1cccc(-n2nnc(C(=O)NCCC3=CCCCC3)c2N)c1 | -11 | -2
CCN(CC)C(=O)Oc1ccc2c(-c3cc4cccc(OC)c4oc3=O)cc(=O)oc2c1 | -2 | -4
O=C1CC(c2ccc(Cl)cc2)CC2=C1C(c1ccc3c(c1)OCO3)Nc1ccccc1N2 (stereo unspecified) | 28 | 4
O=C(c1ccc(OCC2CCN(C(=O)c3ccccc3)CC2)cc1)N1CCCC1 | -1 | 0
O=S(=O)(NCc1ccco1)c1ccc(C2CCCCC2)cc1 | 7 | -1

Quoted from the listing:
O=S(=O)(Nc1cccnc1)c1cc(Cl)sc1Cl in Pf apPOL block shows -9
O=C(NC1CC1)c1ccc(OCC2CCCN(C(=O)Cc3ccc(F)cc3)C2)cc1 (stereo unspecified) in Pf apPOL block shows 2
CS(=O)(=O)c1ccc(N2CC(c3nnc(NC(=O)c4ccco4)o3)CC2=O)cc1 (stereo unspecified) in Pf apPOL block shows -1
COc1cc(C(=O)Nc2ccc3oc(-c4ccccc4Cl)nc3c2)cc(OC)c1OC in Pf apPOL block shows -9&-4
Brc1ccc(C2=CCn3nnnc3N2)cc1 in mHTT-CaM PPI inh shows -7

Screening data from PubChem.
